Compound activity (PubChem)
p53 reactivation: re-activators of mutant p53; Potency, µM (series often up to 92.2 µM), without a hit: at the highest dose activity change, positive = activation, most hits filed as activators; H1299 p53-A138V BP100-luciferase reporter, luminescence, 24 h; 0.063% of 320,000 active; also: potency is read from the fitted curve at half-maximal effect; % of control where 0% means no effect; nearly all actives have a fitted effect of over 45% in size
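H1299 (p53-null), stable ts p53-A138V + BP100-Luc; 1000 cells/well, Opti-MEM/10% FBS; cpd 4 pt, 1:5; 24 h, 37 deg C, 5% CO2; detection reagent 10 min RT; luminescence.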
TRPV1 agonist: human TRPV1 agonism. TRPV1-expressing cells, Fluo-8 calcium influx, agonist mode. activation, % at 8.33 µM. 0.19% of 320,000 active. AID 540275; in the data active = activation above about 80%; inconclusive = between about 30% and that limit; also: 0% is about no effect
Target sequence (Q8NER1 whole entry, looked up): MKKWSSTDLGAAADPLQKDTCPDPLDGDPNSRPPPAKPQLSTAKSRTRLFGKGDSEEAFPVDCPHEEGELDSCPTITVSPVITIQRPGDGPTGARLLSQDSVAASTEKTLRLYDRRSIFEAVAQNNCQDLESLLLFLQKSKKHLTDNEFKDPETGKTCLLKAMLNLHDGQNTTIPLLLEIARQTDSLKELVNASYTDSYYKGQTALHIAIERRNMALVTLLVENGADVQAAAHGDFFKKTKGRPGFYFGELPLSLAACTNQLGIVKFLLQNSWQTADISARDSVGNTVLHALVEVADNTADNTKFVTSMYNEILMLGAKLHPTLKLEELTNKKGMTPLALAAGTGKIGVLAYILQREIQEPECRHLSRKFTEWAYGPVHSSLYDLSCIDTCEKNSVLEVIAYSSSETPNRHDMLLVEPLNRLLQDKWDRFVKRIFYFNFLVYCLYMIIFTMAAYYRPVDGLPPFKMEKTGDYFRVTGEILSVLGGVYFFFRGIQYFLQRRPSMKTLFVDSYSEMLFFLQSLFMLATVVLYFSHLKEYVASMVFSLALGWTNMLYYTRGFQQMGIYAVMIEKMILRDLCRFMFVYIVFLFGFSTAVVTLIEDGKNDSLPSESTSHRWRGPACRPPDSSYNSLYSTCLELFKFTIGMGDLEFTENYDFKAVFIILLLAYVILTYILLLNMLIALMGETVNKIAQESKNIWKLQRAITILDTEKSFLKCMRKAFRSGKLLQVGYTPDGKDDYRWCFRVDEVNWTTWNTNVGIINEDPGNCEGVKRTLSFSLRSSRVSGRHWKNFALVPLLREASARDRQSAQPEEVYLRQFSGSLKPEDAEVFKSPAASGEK
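Cells expressing TRPV1 were dye-loaded with Fluo-8 and read kinetically: 10 s baseline, 3 min after compound (agonist portion), then 2 min after EC20 capsaicin (allosteric enhancer portion). Calcium-bound dye fluorescence at 480/520 nm.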
FLuc modulator: counter-screen for miR-21 project: firefly luciferase inhibitors or activators. P08659. purified FLuc, Km substrates, luminescence inhibition. Potency, µM (highest dose often 57.5 µM), without a hit: top-dose activity change, negative = inhibition, most hits filed as inhibitors. 6.9% of 360,000 active. AID 588342;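 also: potency is read from the fitted curve at half-maximal effect; plate controls were vehicle for no effect and reference inhibitor for full effect; nearly all actives have a fitted effect of over 55% in size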
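Purified P. pyralis luciferase, 10 nM final, with Km-level 10 uM D-luciferin and 10 uM ATP in 50 mM Tris acetate pH 7.5, 10 mM Mg acetate, 0.01% Tween-20, 0.05% BSA; 6-point qHTS titration about 60 µM downward; luminescence read.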
Rab9 promoter act: Rab9 promoter activation. Potency, µM (highest dose often 9.22 µM), for the others: at the highest dose activation, negative = inhibition, hits mostly activators. Huh7 Rab9 promoter-luciferase reporter, luminescence, 24 h. 2.8% of 320,000 active; also: potency is read from the fitted curve at half-maximal effect; % of control where 0% means no effect; nearly all actives have a fitted effect of over 60% in size
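Promoter activation is measured as luciferase luminescence in Huh7 cells stably transfected with a Rab9 promoter–luciferase construct, following 24 h compound exposure at 37 °C and 10 min reagent incubation at ambient temperature.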
BRCA1 expr act: BRCA1 expression activation; Potency, µM (titrated, usually from 46.1 µM), for inactives: at the top dose activation, usual class: activators; MCF7-BRCA1-FFLuc reporter, luminescence, 48 h; response scale: scaled: vehicle 0%, 10 µM genistein 100%; 1.1% of 380,000 active; AID 624202; also: potency is read from the fitted curve at half-maximal effect; nearly all actives have a fitted effect of over 80% in size; some results filed as inactive show a strong effect at the top dose
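Luminescence from a BRCA1-driven firefly luciferase in MCF7 cells was the read-out, taken 15 min after substrate addition following 48 h compound exposure at 37 °C. Data were normalized to a 10 microM genistein control and DMSO vehicle.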
ELG1 repair inh: blocks ELG1-dependent DNA repair in HEK293T cells | HEK293T ELG1-luciferase reporter, luminescence, 16 h; DNA damage induced by 5-fluorouridine | Potency, µM (doses to about 46.1 µM), for inactives: at the top dose activity change, negative = inhibition, hits mostly inhibitors | 2.3% of 330,000 active; also: potency is read from the fitted curve at half-maximal effect; % is scaled to controls: 0 for no effect and ±100 for the full control effect; nearly all actives have a fitted effect of over 55% in size
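Cells (2,000 per well) received 5-fluorouridine plus test compound or DMSO and were incubated 16 hr at 37 °C, 5% CO2. Luciferase activity was read by luminescence 30 min after ONE-Glo addition; signal suppression marked inhibition of damage-induced ELG1 function.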
ELG1 genotox: genotoxicity induction in ELG1-luciferase HEK293T cells | Potency, µM (highest dose often 46 µM), for the others: at the top dose activity change, positive = activation, hits mostly activators | AID 504466 | 1.3% of 330,000 active | HEK293T ELG1-luciferase reporter, luminescence, 16 h; also: potency is read from the fitted curve at half-maximal effect; % of control where 0% means no effect; nearly all actives have a fitted effect of over 60% in size
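After overnight (16 hr) compound treatment at 37 °C, ELG1-luciferase HEK293T cells were lysed with ONE-Glo; luminescence quantified 30 min later at room temperature.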
NPC1 prom act: activators of NPC1 promoter; Huh7 NPC1 promoter luciferase reporter, 24 h; 2.4% of 320,000 active; Potency, µM (doses to about 9.22 µM), for the others: at the highest dose activation, actives largely listed as activators;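 also: potency is read from the fitted curve at half-maximal effect; % of control where 0% means no effect; nearly all actives have a fitted effect of over 60% in size; reporter is driven by a mutant NPC1 promoter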
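Huh7 cells stably carrying NPC1 promoter–luciferase, plated in Opti-MEM with 10% FBS for 2 h, were exposed to compound in DMSO for 24 h at 37 °C; luciferase reagent was added for 10 min and luminescence read.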
VP16 counter: counter-screen for ROR gamma inhibitors: Gal4-VP16 reporter; 3.5% of 310,000 active; AID 2546; Potency, µM (series often up to 53.6 µM), without a hit: top-dose activity, negative = inhibition, usual class: inhibitors; Drosophila S2 Gal4-VP16 UAS-luciferase, luminescence, 20 h;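 also: Gal4-VP16 expression switched on by copper sulfate through the metallothionein promoter; potency is read from the fitted curve at half-maximal effect; % is scaled to controls: 0 for no effect and ±100 for the full control effect; nearly all actives have a fitted effect of over 50% in size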
RORgamma inh: inhibitors of mouse ROR gamma transcriptional activity; Drosophila S2 Gal4-RORgamma UAS-luciferase reporter, 20 h; Potency, µM (doses to about 53.6 µM), without a hit: at the highest dose activity change, negative = inhibition, actives largely listed as inhibitors; 5.4% of 310,000 active; AID 2551; also: potency is read from the fitted curve at half-maximal effect; % is scaled to controls: 0 for no effect and ±100 for the full control effect; nearly all actives have a fitted effect of over 60% in size
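Schneider cells (Drosophila), stable Gal4 DBD–ROR gamma + UAS-luc; 1 hr cmpd preincubation; Cu2+ induction 700 uM final; 20 hr ambient; luminescence.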
Tb PFK block: blocks T. brucei phosphofructokinase; O15648; T. brucei PFK, ADP-Glo luminescence; Potency, µM (series often up to 57.5 µM), without a hit: top-dose activity, negative = inhibition, most hits filed as inhibitors; 0.17% of 330,000 active; AID 485367;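 also: potency is read from the fitted curve at half-maximal effect; 0% = uninhibited 1x PFK enzyme wells and -100% = no-enzyme wells; nearly all actives have a fitted effect of over 60% in size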
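PFK 1.25 nM, F6P 0.5 mM, ATP 0.1 mM, 0.1 M TEA pH 8.0, 5 mM MgCl2, 0.01% Tween20, 0.1% BSA; 45 min RT. ADP-Glo readout. qHTS titration up to 57 uM; curves fitted, compounds curve-classed.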
* marks the source's active call; other numbers are inactive results; [ ] = remark or other dose. Unless noted, calls follow the shape of the dose curve; as a rule, active = well fitted curve in the direction sought with a large enough effect; inconclusive = small, poorly fitted or top-dose-only effect, or another doubt; inactive = no such curve, though single readings can be large; an effect the other way counts as inactive or inconclusive.

Results for CC1(C)CC(=O)C(C=NCCCN2CCOCC2)=C(O)C1 ?
p53 reactivation: -19%; TRPV1 agonist: 2; FLuc modulator: -1%; Rab9 promoter act: -4%; BRCA1 expr act: 6%; ELG1 repair inh: inconclusive; ELG1 genotox: 6%; NPC1 prom act: 1%; VP16 counter: 7%; RORgamma inh: 22%; Tb PFK block: -4%

What do the screens show for `CC1CN(S(=O)(=O)c2cccc(C(=O)NCC3COc4ccccc4O3)c2)CC(C)O1` (centres undefined)?
p53 reactivation: -2%; TRPV1 agonist: 10; FLuc modulator: 17%; Rab9 promoter act: -4%; BRCA1 expr act: -2%; ELG1 repair inh: inconclusive; ELG1 genotox: -4%; NPC1 prom act: 0%; Tb PFK block: 0%

What do the screens show for `Cc1cc(C)c2c(c1)c(C)cc1nnc(SCC(=O)c3cccs3)n12`?
p53 reactivation: -12%; TRPV1 agonist: 4; FLuc modulator: 1%; Rab9 promoter act: 0%; BRCA1 expr act: 8%; ELG1 repair inh: -11%; ELG1 genotox: 1%; NPC1 prom act: -3%; VP16 counter: -8%; RORgamma inh: -6%; Tb PFK block: 0%

What do the screens show for `Cc1cc(C)c(C)c(OCC(=O)N2CCN(c3ccccn3)CC2)c1`?
p53 reactivation: -15%; TRPV1 agonist: 9; FLuc modulator: 2%; Rab9 promoter act: -1%; BRCA1 expr act: 2%; ELG1 repair inh: inconclusive; ELG1 genotox: -12%; NPC1 prom act: 2%; VP16 counter: -1%; RORgamma inh: 17%; Tb PFK block: 1%

What do the screens show for `Cc1ccccc1NC(=O)CC1SC(=NC2CCCCC2)NC1=O` (centres undefined)?
p53 reactivation: -3%; TRPV1 agonist: 2; FLuc modulator: 4%[2.3 µM]; Rab9 promoter act: 1%; BRCA1 expr act: 4%; ELG1 repair inh: 1%; ELG1 genotox: 0%; NPC1 prom act: -1%; VP16 counter: 0%; RORgamma inh: 19%; Tb PFK block: 27%

What do the screens show for `COc1ccc(Cl)cc1NC(=S)Nc1ccc(Cl)cn1`?
p53 reactivation: -4%; TRPV1 agonist: -1; FLuc modulator: 2%; Rab9 promoter act: 17%; BRCA1 expr act: -51%; ELG1 repair inh: -5%; ELG1 genotox: -3%; NPC1 prom act: 7%; VP16 counter: inconclusive; RORgamma inh: 1.3µM*; Tb PFK block: 4%

What do the screens show for `CCOc1ccc(N2CC(C(=O)Nc3ccc(F)cc3F)CC2=O)cc1` (centres undefined)?
p53 reactivation: 0%; TRPV1 agonist: -2; FLuc modulator: 1%; Rab9 promoter act: -1%; BRCA1 expr act: -5%; ELG1 repair inh: 0%; ELG1 genotox: -2%; NPC1 prom act: 2%; VP16 counter: -14%; RORgamma inh: -20%; Tb PFK block: -2%

Results for C=CCOc1ccccc1CNn1nnnc1N ?
p53 reactivation: -1%; TRPV1 agonist: -1; FLuc modulator: 1%[2.3 µM]; Rab9 promoter act: -4%; BRCA1 expr act: -17%; ELG1 repair inh: 0%; ELG1 genotox: 0%; NPC1 prom act: 0%; VP16 counter: 2%; RORgamma inh: 25%; Tb PFK block: -3%

How did CCOC(=O)C(C)Sc1ncc(OC)c(=O)[nH]1 (centres undefined) do in these assays?
p53 reactivation: 0%; TRPV1 agonist: -1; FLuc modulator: 3%; Rab9 promoter act: -2%; BRCA1 expr act: 8%; ELG1 repair inh: 19%; ELG1 genotox: -1%; NPC1 prom act: 1%; VP16 counter: 13%; RORgamma inh: 35%; Tb PFK block: -2%

What do the screens show for `Cc1ccc(C(=O)NCCSc2ccc(Cl)cc2)cc1S(=O)(=O)Nc1ccccc1`?
p53 reactivation: -10%; TRPV1 agonist: 7; FLuc modulator: 1%; Rab9 promoter act: -5%; BRCA1 expr act: -86%[inhibitor]; ELG1 repair inh: 21µM*; ELG1 genotox: 2%; NPC1 prom act: -9%; VP16 counter: inconclusive; RORgamma inh: -68%; Tb PFK block: -2%

Results for CCOC(=O)c1nn(-c2cccc(C)c2)c2nnc(Cc3ccc(C)cc3)c(=O)n12 ?
p53 reactivation: 11%; TRPV1 agonist: inconclusive; FLuc modulator: 2%; Rab9 promoter act: 2%; BRCA1 expr act: 0%; ELG1 repair inh: -1%; ELG1 genotox: 6%; NPC1 prom act: 2%; VP16 counter: -14%; RORgamma inh: 32%; Tb PFK block: -5%

What do the screens show for `Cc1cc(=O)[nH]c(N/N=C/c2c(C)nn(-c3ccc(F)cc3)c2Cl)n1`?
p53 reactivation: 0%; TRPV1 agonist: -7; FLuc modulator: -1%; Rab9 promoter act: -2%; BRCA1 expr act: -23%; ELG1 repair inh: -7%; ELG1 genotox: -10%; NPC1 prom act: -9%; VP16 counter: -7%; RORgamma inh: 8%; Tb PFK block: -2%

How did CCOC(=O)Cc1csc(NC(=O)c2ccc(Br)o2)n1 do in these assays?
p53 reactivation: 5%; TRPV1 agonist: inconclusive; FLuc modulator: inconclusive; Rab9 promoter act: 1%; BRCA1 expr act: 30%; ELG1 repair inh: 10%; ELG1 genotox: 7%; NPC1 prom act: -2%; VP16 counter: 9%; RORgamma inh: 27%; Tb PFK block: 1%

What do the screens show for `CCCNC(=O)c1ccccc1NC(=O)COc1cccc2c1OC(C)(C)C2`?
p53 reactivation: -3%; TRPV1 agonist: inconclusive; FLuc modulator: 1%; Rab9 promoter act: -7%; BRCA1 expr act: -17%; ELG1 repair inh: 15µM*; ELG1 genotox: -5%; NPC1 prom act: -2%; Tb PFK block: 3%

How did C/C(=N\Nc1nc2ccccc2[nH]1)c1cccs1 do in these assays?
p53 reactivation: inconclusive; TRPV1 agonist: 2; FLuc modulator: 2.7µM*; Rab9 promoter act: 1µM*; BRCA1 expr act: inconclusive; ELG1 repair inh: inconclusive; ELG1 genotox: inconclusive; NPC1 prom act: 2µM*; VP16 counter: 6.3µM*; RORgamma inh: 10µM*; Tb PFK block: -1%

What do the screens show for `O=C(Nc1ccccc1C(=O)O)c1ncn[nH]1`?
p53 reactivation: 9%; TRPV1 agonist: 0; FLuc modulator: -2%; Rab9 promoter act: -4%; BRCA1 expr act: -30%; ELG1 repair inh: -2%; ELG1 genotox: 1%; NPC1 prom act: -6%; VP16 counter: 2%; RORgamma inh: 5%; Tb PFK block: 1%

Results for Cc1cccc(C)c1NC(=O)CN(C)C(=O)c1cccc(S(=O)(=O)N2CCN(c3ccc(F)cc3)CC2)c1 ?
p53 reactivation: -2%; TRPV1 agonist: -1; FLuc modulator: 2%; Rab9 promoter act: -21%; BRCA1 expr act: -61%; ELG1 repair inh: -21%; ELG1 genotox: -6%; NPC1 prom act: -14%; Tb PFK block: -1%

How did Cc1nn(-c2ccccc2)c(NC(=O)c2cccs2)c(-c2ccccc2)c1=O do in these assays?
p53 reactivation: 0%; TRPV1 agonist: 0; FLuc modulator: 2%; Rab9 promoter act: 0%; BRCA1 expr act: -6%; ELG1 repair inh: -3%; ELG1 genotox: 4%; NPC1 prom act: -4%; VP16 counter: -11%; RORgamma inh: -15%; Tb PFK block: 0%

Results for CCN1C(=O)[C@@H]2[C@H](C1=O)[C@@H]1C(=O)Nc3ccccc3C(=O)N1[C@@H]2c1ccc(OC)cc1 ?
p53 reactivation: -2%; TRPV1 agonist: -7; FLuc modulator: 2%; Rab9 promoter act: -7%; BRCA1 expr act: 13%; ELG1 repair inh: inconclusive; ELG1 genotox: -1%; NPC1 prom act: -3%; Tb PFK block: -6%

What do the screens show for `COc1ccc(-n2nc(C(=O)NCC(=O)N3CCOCC3)c3ccccc3c2=O)c(OC)c1`?
p53 reactivation: 7%; TRPV1 agonist: -5; FLuc modulator: 24µM*; Rab9 promoter act: -3%; BRCA1 expr act: 19%; ELG1 repair inh: inconclusive; ELG1 genotox: 5%; NPC1 prom act: -2%; VP16 counter: 0%; RORgamma inh: 6%; Tb PFK block: -1%

How did Cc1cc2ncc(C(N)=O)cn2n1 do in these assays?
p53 reactivation: 1%; TRPV1 agonist: 2; FLuc modulator: -9%; Rab9 promoter act: -7%; BRCA1 expr act: -8%; ELG1 repair inh: 3%; ELG1 genotox: -1%; NPC1 prom act: 0%; VP16 counter: 2%; RORgamma inh: 1%; Tb PFK block: -2%

Rows are unselected (roughly 15% active in at least one column).
